HDAC3 inh – inhibitors of human histone deacetylase 3; 320,000 tested, 0.15% active; recombinant HDAC3, fluorogenic peptide/trypsin coupled, fluorescence; inhibition, % at 8.3 µM; in the data active means inhibition above about 26%, passing the limit was not always enough; inconclusive means no clear call, values can overlap the other calls
Target sequence (O15379 whole entry, looked up): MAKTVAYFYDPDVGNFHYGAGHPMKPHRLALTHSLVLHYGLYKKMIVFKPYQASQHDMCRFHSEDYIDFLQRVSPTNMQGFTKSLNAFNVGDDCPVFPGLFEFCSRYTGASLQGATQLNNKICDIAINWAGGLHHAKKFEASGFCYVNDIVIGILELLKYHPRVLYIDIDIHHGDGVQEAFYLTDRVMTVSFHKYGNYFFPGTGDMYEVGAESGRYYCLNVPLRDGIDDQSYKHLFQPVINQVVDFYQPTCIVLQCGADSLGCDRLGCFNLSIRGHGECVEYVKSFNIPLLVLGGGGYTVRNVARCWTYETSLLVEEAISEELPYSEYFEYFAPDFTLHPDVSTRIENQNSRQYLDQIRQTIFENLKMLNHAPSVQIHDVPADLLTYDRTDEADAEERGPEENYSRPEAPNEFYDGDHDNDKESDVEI
KCNK9 inh – inhibitors of human KCNK9 two-pore domain potassium channel | Q9NPC2 | HEK293 KCNK9, FluxOR thallium flux fluorescence; active compounds read low | B-score at 10 µM | 310,000 tested, 1.2% active;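 active means ratio B-score over 3 SD below the library mean, with starting fluorescence within 5 SD of its mean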;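 further: negative B-score means less thallium flux so channel inhibition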
KCNQ1 block – inhibitors of human KCNQ1 potassium channel. 310,000 tested, 1.3% active. P51787. B-score at 10 µM. CHO-K1 KCNQ1, FluxOR thallium flux fluorescence; active compounds read high;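 active means compounds whose thallium flux B-score, printed positive for inhibition, exceeds three library SD while starting fluorescence stays within three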;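 further: channel opened by potassium depolarization with thallium stimulus after 20 min compound exposure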
KCNK3 inh – human KCNK3 channel inhibition, primary screen; O14649; CHO-KCNK3 thallium flux, FluxOR fluorescence; active compounds read low; B-score at 10 µM; 340,000 tested, 0.84% active;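 active means B-score under library mean minus 4 SD, starting fluorescence ratio at most library mean plus 5 SD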;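 further: more negative B-score means stronger inhibition of thallium flux through KCNK3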
GSK3A inh – human GSK-3 alpha kinase inhibition; AID 2650; ADP-Glo luminescence, 60 min; inhibition, % at 10 µM; P49840; 320,000 tested, 0.1% active;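 in the data active means inhibition above about 50%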;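 further: GST-tagged GSK-3 alpha with peptide substrate and 25 µM ATP; 0% = DMSO neutral wells and 100% = GW8510 positive control wells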
PolyA inh – yeast polyadenylation inhibition | AID 1875 | 300,000 tested, 0.02% active | calls only at 12 µM | S. cerevisiae SKY197-pL101 polyadenylation reporter, beta-gal luminescence; efflux-impaired pdr1/pdr3 knockout yeast; score 100 = 6 SD above DMSO;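 active means lowest replicate activity score at least 50, where 100 means six control SD above control mean; inconclusive means lowest score under 50 but half or more replicates reach 50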;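 further: yeast exposed to compound for 9 h at 30 °C; higher score means more reporter readthrough which indicates perturbed polyadenylation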
DYRK1A inh – blocks rat Dyrk1A kinase activity | inhibition, % at 12.5 µM | Q63470 | 310,000 tested, 0.43% active | ADP-Glo luminescence, NFATc1 peptide | AID 504441; in the data active means inhibition above about 50%;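 further: plate controls were vehicle with enzyme for no effect and no enzyme for full effect; many of its hits are not listed in these tables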
RGS4 act – RGS4 potentiation or activation | HEK293 M3R/inducible RGS4, carbachol calcium flux Fluo4; active compounds read low | 310,000 tested, 0.92% active | B-score at 10 µM | AID 463111;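 active means B-score of the integrated calcium signal more than 4 SD below the library mean, with starting fluorescence not abnormally high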;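 further: negative B-score means reduced calcium response which marks RGS4 activation or potentiation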
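Assay system: Inducible-RGS4 HEK293 cells carrying M3 receptor | Schedule: Compound preincubation 20 min at room temperature before agonist | Signal: Kinetic calcium fluorescence imaging with Fluo4-AM dye, 2 µM | Read-out basis: B score from integrated fluorescence ratio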
GSK3B inh – human GSK3beta kinase inhibition. P49841. GST-GSK3beta kinase, ADP-Glo luminescence, 60 min; active compounds read low. activity score (negative = inhibition), % at 10 µM. 300,000 tested, 0.038% active. AID 2097;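 active means more than half of replicate wells score below -50%, meaning over 50% inhibition versus plate controls; inconclusive means some replicates but at most half score below -50%; inactive means no replicate scores below -50%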;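 further: 0% = median DMSO wells and -100% = median GW8510 positive control wells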
Target sequence (P49841 whole entry, looked up): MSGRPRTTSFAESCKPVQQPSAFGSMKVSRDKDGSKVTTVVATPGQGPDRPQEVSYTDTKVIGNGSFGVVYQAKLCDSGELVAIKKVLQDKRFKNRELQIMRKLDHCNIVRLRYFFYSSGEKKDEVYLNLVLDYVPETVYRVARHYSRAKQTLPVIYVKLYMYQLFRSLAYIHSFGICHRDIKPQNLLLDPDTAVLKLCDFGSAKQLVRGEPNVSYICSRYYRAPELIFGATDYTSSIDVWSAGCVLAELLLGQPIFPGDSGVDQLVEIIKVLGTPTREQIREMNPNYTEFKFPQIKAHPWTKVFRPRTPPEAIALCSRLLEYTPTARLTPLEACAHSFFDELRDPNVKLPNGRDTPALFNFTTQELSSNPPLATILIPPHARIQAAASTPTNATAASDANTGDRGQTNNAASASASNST
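Test system: GST-tagged human GSK3beta kinase, cell-free; evaluation: activity score scaled between in-plate DMSO and GW8510 controls; measured by: ADP-Glo luminescence; incubation: 60 min reaction, RT; benchmarks: DMSO and 20 µM GW8510; reagent: peptide substrate plus 25 µM ATP (final); medium: Tris/MgCl2 kinase buffer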
hERG protect – compounds protecting human hERG from proarrhythmic drug block; Q12809; AID 1511; CHO-hERG, FluxOR thallium flux, dofetilide IC70 present; 310,000 tested, 0.51% active; activation (rescue from dofetilide block), less the hit threshold, % at 10 µM;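 active means activation above the mean of controls blocked by dofetilide plus 5 SD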;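 further: thallium influx through hERG after potassium depolarization seen as dye fluorescence rise; in these data hits start at about 4.7%; inactives centre near -7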
KCNQ1 act – potentiates or activates the human KCNQ1 potassium channel; CHO-K1 KCNQ1, thallium flux FluxOR fluorescence; active compounds read high; P51787; 310,000 tested, 0.35% active; B-score at 10 µM;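 active means fluorescence ratio B-score, a plate-corrected score, at least three library SD, with initial intensity B-score within 5 SD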
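System: Stable KCNQ1 CHO-K1 line | Incubation: 90 min dye loading and 20 min compound exposure, both at room temperature | Measure: Ratio B score | Medium: Assay buffer for compound exposure, DMSO matched across wells | Compound dosing: Single-concentration screen | Probe or stimulus: K+/Tl+ depolarizing stimulus | Measured by: Kinetic FluxOR fluorescence, 10 s baseline plus 110 s post-stimulus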
Active calls of the source: *; i = inactive; ? = inconclusive; / = no result given. Not all compounds are listed, so the mix of outcomes need not match the whole.

Second line of a record – HDAC3 inh	KCNK9 inh	KCNQ1 block	KCNK3 inh	GSK3A inh	PolyA inh	DYRK1A inh	RGS4 act	GSK3B inh	hERG protect	KCNQ1 act
1	COc1ccc(OCCn2c(N)nc3ccccc32)cc1
  -1	i	i	i	-1	i	3	i	3	-3	i
2	c1ccc(OCc2nc3ccccc3s2)cc1
  -2	i	i	i	0	i	1	i	0	-18	i
3	COc1ccc(C(NC(=O)CNC(C)=O)C(=O)Nc2ccc3c(c2)OCCO3)cc1 (centres undefined)
  -2	i	i	i	-3	i	4	i	0	-7	i
4	CCCCNC(=O)c1c(O)c2cccc3c2n(c1=O)CCC3
  1	i	i	i	-1	i	-2	i	0	-3	i
5	Cc1c(CC(=O)O)c(=O)oc2c(C)c(OCc3ccc(F)cc3Cl)ccc12
  -6	i	i	i	-1	i	-2	i	-1	-6	i
6	Cc1ccc(-c2ccc(/C=N/NC(=O)Cc3nnc(N)s3)o2)cc1Cl
  14	i	i	i	0	i	-3	i	-1	-7	i
7	CCCC(=O)Nc1cccc(NC(=O)CN2CCN(c3ccccc3OC)CC2)c1
  /	i	i	i	/	i	4	i	1	-8	i
8	O=C(CSc1nc2ccccc2s1)Nc1ccc(C(=O)O)cc1
  4	i	i	i	-3	i	8	i	0	-7	i
9	CCOc1ccc(-c2csc(NC(=O)C3CCCO3)n2)cc1 (centres undefined)
  -2	i	i	i	1	i	-8	i	2	-7	i
10	NC(=O)c1ccc(C(F)(F)F)n(Cc2ccc(F)c(F)c2)c1=O
  2	i	i	i	0	i	1	i	3	-2	i
11	O=C(O)COn1c(-c2ccccc2)nc2ccc(Cl)cc21
  3	i	i	i	/	i	0	i	-1	-4	i
12	Cc1ccc(NS(=O)(=O)c2c(C(=O)N3CCCCCC3)c(C)n(C)c2C)c(C)c1
  2	i	i	i	-1	i	-3	i	5	-6	i
13	CN(C)c1ccc(C(=O)Nc2cc(C(F)(F)F)ccc2-n2cncn2)cc1
  -2	i	i	i	1	i	-6	i	-1	-4	i
14	O=[N+]([O-])c1cccc(-c2nc3ccccc3s/c2=N/O)c1
  5	-8.8*	i	i	1	i	4	i	-5	-18	i
15	CC(=O)Nc1ccc(C(=O)OCC(=O)NC2CCCCCCC2)cc1
  1	i	i	i	-1	i	-7	i	1	-7	i
16	Cc1cccc(NC(=S)N2CCCCC2c2cccnc2)c1C (centres undefined)
  /	i	i	i	3	i	10	i	0	-11	i
17	O=C(Cn1cnc2c(nnn2-c2ccc(F)cc2)c1=O)N1CCCc2ccccc21
  1	i	i	i	-2	i	-1	i	4	-11	i
18	COc1cccc(C(C(=O)NCC2CCCO2)N(CC2CCCO2)C(=O)CN2C(=O)c3ccccc3S2(=O)=O)c1 (centres undefined)
  -6	i	i	i	-1	i	-1	i	-3	-14	i
19	O=C(NCC(c1cccnc1)N1CCOCC1)c1ccco1 (centres undefined)
  -1	i	i	i	-1	i	-3	i	1	-11	i
20	CCOC(=O)N1CCN(C(=O)CCc2ccc(S(=O)(=O)NC(C)(C)C)cc2)CC1
  -1	i	i	i	-1	i	4	i	-4	-4	i

Other entries follow:
Second line of a record – HDAC3 inh	KCNK9 inh	KCNQ1 block	KCNK3 inh	GSK3A inh	PolyA inh	DYRK1A inh	RGS4 act	GSK3B inh	hERG protect	KCNQ1 act
21	COCCn1c(C)cc(/C=C2/NC(=O)N(c3cccc(Cl)c3)C2=O)c1C
  -1	i	i	i	4	i	3	i	-1	-12	i
22	Brc1ccccc1OCCOc1cccc2cccnc12
  3	i	i	i	-2	i	-5	i	-3	-6	i
23	Cc1nn2c(NCCCN3CCOCC3)c3c(nc2c1-c1ccccc1)CCC3
  -1	i	i	i	-5	i	-1	i	-1	-19	i
24	COc1ccc(C(=O)Nc2cc(C)on2)cc1
  4	i	i	i	/	i	7	i	3	-13	i
25	CCC(CO)NC1=CC(=O)CCC1 (centres undefined)
  -2	i	i	i	3	i	4	i	-1	-1	i
26	Cc1ccc2nc(SCC(=O)c3c(C)[nH]c4ccccc34)[nH]c2c1
  11	i	i	i	1	i	-6	i	-8	-8	i
27	Cc1nc2ccccc2c(C)c1C(=O)c1ccccc1
  3	i	i	i	-4	i	-5	i	1	-4	i
28	Cc1ccc(NC(=O)COC(=O)C2CC3C=CC2C3)cc1S(=O)(=O)N1CCCCC1 (centres undefined)
  /	i	i	i	/	i	-11	i	-2	-7	i
29	COc1ccc(CNC(=S)N2CCN(S(=O)(=O)c3cccc(F)c3)CC2)cc1
  /	i	i	i	0	i	10	i	0	-12	i
30	COc1cccc(C(C(=O)NCC2CCCO2)N(C(=O)Cn2nnc3ccccc32)c2ccccc2C(C)=O)c1OC (centres undefined)
  4	i	i	i	-1	i	2	i	0	-7	i
31	Cc1cc(Cl)ccc1OCC(=O)Nc1nc(-c2cccnc2)cs1
  -5	i	i	i	-2	i	-4	i	-3	-13	i
32	C=C(c1ccccc1Cl)[n+]1ccccc1
  0	i	i	i	6	/	0	i	-1	-7	i
33	CC(=O)Nc1ccc(OCC(O)CN2CCN(c3ccc(C)c(Cl)c3)CC2)cc1 (centres undefined)
  0	i	i	i	-4	i	-1	i	-1	-5	i
34	Cc1cc2cc(CN(CCN3CCOCC3)C(=O)Nc3ccccc3F)c(=O)[nH]c2cc1C
  -7	i	i	i	1	i	-4	i	-11	-3	i
35	CN(C)S(=O)(=O)c1cccc(NC(=O)c2sccc2-c2ccccc2)c1
  -3	i	i	i	/	i	-3	i	3	-10	i
36	CCN(CC)C(=S)SCC(=O)c1ccc(Br)cc1
  /	i	i	i	0	i	-2	i	0	-11	i
37	CCC(=O)Nc1ccc(C(=O)NNC(=O)C2CCCCC2)cc1
  9	i	i	i	/	/	-1	i	4	-7	i
38	O=C(NC(=S)NC1CCCCCCCCCCC1)c1cccnc1
  -2	/	/	i	-2	i	-1	/	-18	/	/
39	Cc1nc(SCc2ccc(O)c([N+](=O)[O-])c2)c([N+](=O)[O-])[nH]1
  ?	i	i	i	-2	i	-1	i	14	-14	i
40	COc1ccc(C[C@H](C)NC[C@@H](O)c2ccc(O)c(NC=O)c2)cc1
  5	i	i	i	-3	i	15	i	1	/	i

Additional results follow.
no. | SMILES | HDAC3 inh | KCNK9 inh | KCNQ1 block | KCNK3 inh | GSK3A inh | PolyA inh | DYRK1A inh | RGS4 act | GSK3B inh | hERG protect | KCNQ1 act
41 | CN(C)c1ccc(C(CNC(=O)COc2ccc(Cl)cc2)N2CCCC2)cc1 (centres undefined) | 11 | i | i | i | -1 | i | / | i | 2 | -9 | i
42 | O=C(O)CSCNC(=O)CC12CC3CC(CC(C3)C1)C2 | 8 | i | i | i | -3 | i | 1 | i | -2 | -9 | i
43 | CC1CCCCC1NC(=O)c1ccc(NC2=NC3CS(=O)(=O)CC3S2)cc1 (centres undefined) | -4 | i | i | i | -1 | i | 4 | i | -3 | -3 | i
44 | COc1cc2c(cc1OC)C(C)N(C(=O)Nc1ccc(F)cc1)CC2 (centres undefined) | -3 | i | i | i | -1 | i | -5 | i | 1 | -4 | i
45 | CCOC(=O)N1CCC(NC(=O)c2cc(C(=O)NCc3cccc(Cl)c3)ccc2CO)CC1 | -4 | i | i | i | 5 | i | -4 | i | 5 | -4 | i
46 | Cc1nc2ccc(-c3nc4cc(N)ccc4o3)cc2[nH]1 | -2 | i | i | i | 3 | i | 8 | i | -5 | -15 | i
47 | Cc1cc(/C=N/NC(=O)C(O)(c2ccccc2)c2ccccc2)c(C)n1-c1ccc(C(=O)O)cc1 | / | i | i | i | -1 | i | -1 | i | 1 | -12 | i
48 | COC(=O)C1=C(C(=O)OC)[C@@H]2N(C)c3ccccc3[C@@]23C[C@@H](C(=O)OC)N(C(C)=O)C3=N1 | -5 | i | i | i | -2 | i | 5 | i | 3 | -7 | i
49 | CCn1c(SCC(=O)Nc2cc(C)on2)nc2c1c(=O)n(C)c(=O)n2C | -2 | i | i | i | -1 | i | -24 | i | 0 | -8 | i
50 | CC(C)C[C@H](NC(=O)OC(C)(C)C)C(=O)NCC1CCC(C(=O)N[C@@H](Cc2ccccc2)C(=O)O)CC1 (some centres undefined) | 1 | i | i | i | -4 | i | 9 | i | 4 | -7 | i
51 | COc1ccc(NC(=O)c2ccc(N3CCOCC3)nc2)cc1 | -6 | i | i | i | -2 | i | 14 | i | 4 | -6 | i
